# Compound activity deposited in PubChem by several laboratories.
# NOD2 RIPK2 PPI = NOD2-RIPK2 protein interaction inhibition; O43353; CHO BLA complementation NOD2-RIPK2, CCF4 ratio; inhibition, % at 4.98 µM; 360,000 tested, 0.38% active; in the data active = inhibition above about 21%;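 also: 0% = vehicle only and 100% = reference blocker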
# TWEAK Fn14 block = TWEAK-Fn14 signaling inhibition. TWEAK-stimulated Fn14 reporter cells, luciferase luminescence, 8 h. inhibition, % at 10 µM. 360,000 tested, 2% active. AID 1159606; in the data active = inhibition above about 50%
# NR5A2 inv ag = inverse agonists of human LRH-1 (NR5A2); O00482; HEK293T StAR-luciferase reporter, LRH-1 transfected, 24 h; inhibition, % at 3.6 µM; 360,000 tested, 0.13% active; AID 602396;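 active = inhibition above the mean inhibition of all tested compounds plus 3 SD, cut at about 73% in these data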;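 also: 0% = DMSO wells and 100% = reporter-only cells lacking LRH-1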
# TROY signal inh = blocks TROY-dependent signaling in reporter cells; Q293 LMP1-TROYcd NF-kB luciferase reporter, 4 h; inhibition, % at 10 µM; 360,000 tested, 0.98% active; AID 1347056;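 active = compounds whose plate-normalised and pattern-corrected inhibition of the luciferase reporter signal at the single screening dose is 50% or more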
# TLR9-MyD88 block = TLR9-MyD88 interaction inhibition; Q9NR96+Q99836; CHO BLA complementation TLR9-MyD88, CCF4 FRET ratio; inhibition, % at 4.98 µM; 340,000 tested, 0.21% active;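 active = inhibition above the mean over all tested compounds plus 3 SD, cut at about 21% in these data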;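 also: 0% = DMSO only wells and 100% = clavulanate BLA inhibitor control wells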
# NCOA1 inh = inhibits human SRC1 coactivator | Q15788 | HEK293 GAL4-SRC1 luciferase reporter, luminescence | inhibition, % at 3.6 µM | AID 588354 | 360,000 tested, 0.12% active;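 active = inhibition above the campaign mean plus 3 SD, with each screening campaign given its own cutoff, cut at about 60% in these data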;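 also: 0% = DMSO treated cells and 100% = gossypol at 36 µM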
# NR2F2 inh = inhibitors of human COUP-TFII (NR2F2). inhibition, % at 8.6 µM. HEK293T NGFI-A luciferase reporter, luminescence. 370,000 tested, 0.7% active;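 active = inhibition above a per-plate cutoff, mean inhibition of test wells between control levels plus 3 SD, cut at about 38% in these data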;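 also: cells cotransfected with COUP-TFII expression vector driving the NGFI-A reporter; 0% = median of COUP-TF2 test wells and 100% = reporter-only cells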
# Granule exo inh = lytic granule exocytosis inhibition | TALL-104 LAMP-1 surface exposure, flow cytometry; cells stimulated with thapsigargin and PMA | inhibition, % at 10 µM | 360,000 tested, 0.66% active;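 active = inhibition above about 55%, limit read from the data; inconclusive = no clear call, values can overlap the other calls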
# NCOA2 inhibitor = human SRC2 (NCOA2) inhibition. HEK293 GAL4-SRC2 luciferase reporter, luminescence. inhibition, % at 9 µM. 370,000 tested, 0.17% active. AID 651957;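 active = inhibition above the mean inhibition of all tested compounds plus 3 SD, set per campaign, cut at about 52% in these data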;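 also: 0% = DMSO treated cells and 100% = cells given Gossypol at 36 µM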
# ABHD5 PLIN5 PPI = ABHD5-PLIN5 protein interaction inhibition | inhibition, % at 4 µM | Split G. princeps luciferase complementation, luminescence, 4 h | Q00G26+Q8WTS1 | 360,000 tested, 0.78% active;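 active = inhibition above the mean inhibition across every tested compound plus 3 SD, cut at about 22% in these data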;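 also: 0% = DMSO only wells and the 100% control is not disclosed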
# Target sequence (Q00G26 whole entry, looked up): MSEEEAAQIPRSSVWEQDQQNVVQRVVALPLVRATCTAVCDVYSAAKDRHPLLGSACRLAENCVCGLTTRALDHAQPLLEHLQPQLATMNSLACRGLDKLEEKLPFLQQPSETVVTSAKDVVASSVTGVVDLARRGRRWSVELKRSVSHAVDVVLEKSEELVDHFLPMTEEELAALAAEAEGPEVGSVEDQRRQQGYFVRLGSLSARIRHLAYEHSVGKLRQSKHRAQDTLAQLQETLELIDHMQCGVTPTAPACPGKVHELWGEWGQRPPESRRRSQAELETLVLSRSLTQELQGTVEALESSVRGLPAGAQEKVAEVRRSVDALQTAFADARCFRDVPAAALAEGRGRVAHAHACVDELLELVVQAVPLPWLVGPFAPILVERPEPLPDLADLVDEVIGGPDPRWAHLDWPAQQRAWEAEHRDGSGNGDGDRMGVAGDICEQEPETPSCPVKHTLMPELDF
# Target sequence (Q8WTS1 whole entry, looked up): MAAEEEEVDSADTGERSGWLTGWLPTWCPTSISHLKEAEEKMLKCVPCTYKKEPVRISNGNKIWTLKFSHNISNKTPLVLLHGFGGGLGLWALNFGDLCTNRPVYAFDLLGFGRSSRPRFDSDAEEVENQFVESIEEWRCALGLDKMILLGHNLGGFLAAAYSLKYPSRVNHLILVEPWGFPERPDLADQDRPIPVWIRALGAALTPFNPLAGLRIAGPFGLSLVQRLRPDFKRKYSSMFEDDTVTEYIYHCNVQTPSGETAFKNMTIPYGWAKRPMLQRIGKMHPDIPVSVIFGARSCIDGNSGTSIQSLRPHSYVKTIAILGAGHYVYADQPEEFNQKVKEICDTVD
# NCOA3 inh = inhibitors of human steroid receptor coactivator 3 (SRC3). Q9Y6Q9. HEK293 GAL4-SRC3 luciferase reporter, luminescence. inhibition, % at 3.6 µM. 360,000 tested, 0.17% active;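 active = inhibition above a per-campaign cutoff, the mean of all compounds plus 3 SD, cut at about 60% in these data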;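 also: 0% = DMSO-treated cells and 100% = gossypol-treated cells at 36 µM; higher means less SRC3-driven luciferase light from the GAL4 reporter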
# Starred values were filed as active, the others as inactive; u = inconclusive; x = not tested or not shown.
1) Cc1cc(N2CCN(C(C(=O)NC3CCCC3)c3ccc(-c4ccccc4)cc3)CC2)c2ccccc2n1 (stereo not given)
2) O=C(NCc1n[nH]c(=S)n1Cc1ccccc1)c1ccc(Cl)cc1Cl
3) O=C(Cc1ccccc1F)OCC(=O)N1CCc2ccccc21
4) CCN(CC1CCCO1)C(=O)CCc1nnc(CCc2ccc(OC)cc2)o1 (stereo not given)
5) CC(C)c1ccc(OCC(=O)NC(C)c2ccccc2)cc1 (stereo not given)
6) CCN1CCN(c2ccc(S(=O)(=O)N3CCCCC3)cc2NC(=O)/C=C/c2ccc([N+](=O)[O-])cc2)CC1
7) N#Cc1ccc(C(=O)Nc2nc(SCc3ccc(Cl)cc3)n[nH]2)cc1
8) COCc1c(C(=O)N2CCN(c3ncccn3)CC2)oc2ccccc12

Screen / compound no.	1	2	3	4	5	6	7	8
NOD2 RIPK2 PPI	1	-7	-1	-14	7	0	-7	-1
TWEAK Fn14 block	x	5	-6	-1	-20	-5	-10	-7
NR5A2 inv ag	4	13	-15	7	8	61	-9	2
TROY signal inh	x	10	9	-20	-2	-14	11	9
TLR9-MyD88 block	x	-4	-1	8	-1	-2	1	1
NCOA1 inh	x	-1	1	-13	-2	-18	-38	-3
NR2F2 inh	8	10	-47	9	12	-22	-28	3
Granule exo inh	1	0	-3	1	-10	36	-10	-5
NCOA2 inhibitor	-7	24	7	0	-2	-20	8	1
ABHD5 PLIN5 PPI	15	4	2	0	-6	7	-1	-6
NCOA3 inh	x	-5	5	-4	-5	3	1	11

9) Cc1cc2c(c(CO)c1CCO)C(=O)[C@@H](C)[C@@H]2O
10) COc1cc(S(=O)(=O)NCCc2ccc3c(c2)OCO3)ccc1-n1cnnn1
11) COc1ccc(-c2nnc(NC(=O)CSc3ccc(Cl)cc3)s2)cc1OC
12) COc1ccc(-c2nnc(SCC(=O)N3CCCC3)o2)c(OC)c1
13) Cn1c(SCC(=O)Nc2nccs2)nnc1-c1ccc(S(=O)(=O)N2CCCC2)cc1
14) CCC(C)N(C)C1CCN(C(=S)Nc2cccc(OC)c2)CC1 (stereo not given)
15) NC(=O)C1CCCN(CC(=O)Nc2cc(S(=O)(=O)N3CCOCC3)ccc2N2CCCC2)C1 (stereo not given)
16) Oc1ccc(C[C@@H]2CNCCN2CCCCC2CCCCC2)cc1

Screen / compound no.	9	10	11	12	13	14	15	16
NOD2 RIPK2 PPI	-5	-8	0	-6	-4	-5	-4	4
TWEAK Fn14 block	-1	-13	-21	25	6	-13	13	-6
NR5A2 inv ag	-14	19	-7	-37	11	-4	-7	2
TROY signal inh	7	6	5	-15	4	4	-1	-8
TLR9-MyD88 block	-6	-5	5	-7	2	-2	-9	2
NCOA1 inh	8	-18	4	-48	4	1	-13	2
NR2F2 inh	-19	0	9	-9	2	4	11	-4
Granule exo inh	-2	4	-3	6	0	-3	-5	-5
NCOA2 inhibitor	-19	-19	-10	-38	-6	21	-7	-10
ABHD5 PLIN5 PPI	-8	-2	1	3	0	4	1	2
NCOA3 inh	-3	3	2	-56	5	-8	9	1

17) CCC(CC)c1nc(C(N)=O)c2[nH]c(=O)n(-c3ccc(OC)c(OC)c3)c2n1
18) Cc1ccc(OCc2cnc(Cl)s2)c(C)c1
19) Cc1cc(NC(=O)OC2CCCCC2)ccc1[N+](=O)[O-]
20) Cc1ccccc1OCC(=O)NCCC1=CCCCC1
21) CCCn1ccc2c(OCC(=O)Nc3ccc(NC(C)=O)cc3)cccc2c1=O
22) Cc1[nH]c2ccccc2c1/C=C/c1nc2ccccc2c(=O)n1-c1cccc([N+](=O)[O-])c1
23) CC(NC(=O)c1ccc(Cl)s1)C1CCCO1 (stereo not given)
24) O=S(=O)(c1cc(C(F)(F)F)ccc1Cl)N1CCN(c2ncnc3ccccc23)CC1

Screen / compound no.	17	18	19	20	21	22	23	24
NOD2 RIPK2 PPI	4	-4	-2	-5	-3	-9	1	2
TWEAK Fn14 block	-34	-5	-22	-12	-45	-26	5	50
NR5A2 inv ag	8	4	-109	7	10	2	-4	32
TROY signal inh	6	-36	-9	-31	3	5	-7	44
TLR9-MyD88 block	7	7	-2	1	9	1	2	-18
NCOA1 inh	-23	-22	-146	-14	-7	4	-15	17
NR2F2 inh	-10	-34	-30	-3	15	12	11	42*
Granule exo inh	-2	-6	-7	-4	17	-4	-2	-6
NCOA2 inhibitor	-30	5	-64	20	4	3	2	34
ABHD5 PLIN5 PPI	3	-8	-5	-4	14	3	5	3
NCOA3 inh	9	-17	-61	20	5	21	-8	19

25) COc1cc(/C=c2\s/c(=C(/C#N)C(=O)N3CCCC3)n(-c3ccccc3)c2=O)ccc1O
26) Cc1cccc(OCc2nc3c4c(ncn3n2)-c2ccccc2CC42CCCC2)c1
27) CCN(CC)S(=O)(=O)c1cc(NC(=O)Cn2cnc3ccccc3c2=O)ccc1C
28) CSc1cc(-c2ccc(Cl)cc2)c(C(=O)NC(C)C)s1
29) O=C(O)C1CCCCC1C(=O)Nc1nccs1 (stereo not given)
30) O=[N+]([O-])c1cc(S(=O)(=O)N2CCCC2)ccc1N/N=C1/CCCc2ccccc21
31) COc1ccccc1Oc1nc(-c2cccnc2)nc2ccccc12
32) COc1cccc(NC(=O)CSc2nc3ccccc3c(=O)n2Cc2cccs2)c1

Screen / compound no.	25	26	27	28	29	30	31	32
NOD2 RIPK2 PPI	-8	-10	-5	-3	-4	-16	7	-7
TWEAK Fn14 block	17	5	-14	4	0	64*	-5	18
NR5A2 inv ag	4	0	16	8	-2	10	28	-58
TROY signal inh	21	8	15	3	-15	18	2	-8
TLR9-MyD88 block	8	-1	2	4	-7	-3	6	-2
NCOA1 inh	-3	-34	11	-6	-7	-4	-7	-44
NR2F2 inh	10	23	20	1	-8	0	10	-6
Granule exo inh	13	u	-3	-1	1	-5	3	3
NCOA2 inhibitor	5	1	4	-17	16	-8	0	-11
ABHD5 PLIN5 PPI	-2	4	-2	-5	0	-1	6	1
NCOA3 inh	-8	9	-1	0	13	-5	19	-29

33) Cn1cccc1Cc1nnc(SCC(=O)Nc2ccc(F)cc2F)n1-c1ccc(F)cc1
34) COc1ccc2nc3oc(C(=O)NC4CCN(Cc5ccccc5)CC4)cc3cc2c1
35) O=S(=O)(c1ccc2nc(N3CCN(c4ccc(F)cc4)CC3)ccc2c1)N1CCCCC1
36) CCCCCCOc1ccc(OC(=O)c2cccnc2)cc1
37) CCOc1ccccc1Nc1cc(C)nc2ccc(C)cc12
38) Cc1ccc2c(CN3CCCc4ccccc43)cc(=O)oc2c1C
39) O=C(O)CCN1C(=O)C2C3C=CC(C2C1=O)C1C(=O)N(CCC(=O)O)C(=O)C31 (stereo not given)
40) c1ccc(SSc2ccccn2)nc1

Screen / compound no.	33	34	35	36	37	38	39	40
NOD2 RIPK2 PPI	-11	-7	-9	-1	0	0	-14	2
TWEAK Fn14 block	25	53*	8	32	-18	6	-40	1
NR5A2 inv ag	-13	-2	-9	-31	20	14	6	-6
TROY signal inh	5	-15	22	-54	-2	-16	5	-7
TLR9-MyD88 block	-6	1	2	-17	-7	3	-1	2
NCOA1 inh	-5	-13	-51	-33	15	-29	7	-4
NR2F2 inh	5	-4	4	-14	6	-4	0	x
Granule exo inh	-4	-2	-1	9	81*	2	-28	53
NCOA2 inhibitor	-5	-18	12	3	24	-13	8	x
ABHD5 PLIN5 PPI	4	3	-5	-4	2	-3	1	35*
NCOA3 inh	-20	0	-1	-20	16	-8	1	8

41) CCc1cc2c(=O)c(-c3nc4ccccc4n3C)c(C(C)C)oc2c(CN2CCN(C)CC2)c1O
42) O=[N+]([O-])c1ccc(CNc2cccc(Cl)c2)s1
43) CC(C)[C@H](NC(=O)OCc1ccccc1)C(=O)OCC(=O)N1CCN(c2ccccc2)CC1
44) O=C(Nc1nnc(SCc2ccc(F)cc2)s1)c1cnccn1
45) CC(=O)Nc1nnc(CCS(=O)(=O)c2ccc(Cl)cc2)s1
46) COc1cc(CNC(=O)Nc2nc(C(N)Cc3ccc(Cl)cc3)cs2)cc(OC)c1OC (stereo not given)
47) Cc1ccc(-n2c(C)cc(/C=N/NC(=O)c3ccncc3)c2C)cc1C
48) CS(=O)(=O)N1CCCC(C(=O)NCCCN2CCN(Cc3ccccc3)CC2)C1 (stereo not given)

Screen / compound no.	41	42	43	44	45	46	47	48
NOD2 RIPK2 PPI	-11	9	-13	-12	-4	3	5	-1
TWEAK Fn14 block	0	19	-19	-7	-8	3	-10	3
NR5A2 inv ag	0	38	0	-11	-13	7	6	17
TROY signal inh	-8	7	-19	14	15	17	-5	-14
TLR9-MyD88 block	10	-16	1	-6	-2	x	15	6
NCOA1 inh	13	19	-5	-1	0	2	-8	16
NR2F2 inh	18	12	-5	5	-14	-7	1	-11
Granule exo inh	1	14	3	-1	-4	7	3	1
NCOA2 inhibitor	3	5	15	-6	-6	-18	0	-13
ABHD5 PLIN5 PPI	-3	2	10	2	-6	0	1	5
NCOA3 inh	22	-2	8	-20	3	-5	18	2

49) CN(C)c1ccc(NC(=S)Nc2ccc3c(c2)c(=O)n(C)n3-c2ccc(C(C)(C)C)cc2)cc1
50) COc1cc(/C=N/NC(=O)c2cc[n+]([O-])cc2)ccc1O
51) O=C(NNC(=O)c1ccc(-c2ccccc2)cc1)Nc1ccccc1F
52) O=C(c1ccc(OCC2CCCO2)cc1)N1CCN(c2ccccc2)CC1 (stereo not given)
53) N#Cc1c(C(F)(F)F)cc(-c2ccc(Cl)cc2)[nH]c1=O

Screen / compound no.	49	50	51	52	53
NOD2 RIPK2 PPI	10	2	-1	-10	-2
TWEAK Fn14 block	-10	12	-1	-3	-2
NR5A2 inv ag	-10	-6	-16	5	12
TROY signal inh	3	5	1	23	47
TLR9-MyD88 block	x	-13	6	0	9
NCOA1 inh	-11	14	-4	-11	-5
NR2F2 inh	6	19	-14	-19	3
Granule exo inh	-4	2	0	-1	2
NCOA2 inhibitor	-11	24	9	0	-7
ABHD5 PLIN5 PPI	-19	-2	-2	8	-8
NCOA3 inh	-24	-6	0	7	0

# A portion of the library; rates above refer to the full screens.
